hIAP inh – human IAP inhibitors, primary screen, biochemical, luminescence, uHTS; Intestinal-type alkaline phosphatase (Homo sapiens), P09923; purified IAP, CDP-Star luminescence, 30 min; inhibition, % at 10 µM; 0.12% of 330,000 active;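 active = inhibition reaching a set limit with compound at 10 µM in the primary screen, cut at about 35% in these data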;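 also: plate controls were DMSO wells with enzyme for no effect and no-enzyme buffer wells for full effect; values of inactives mirror those of a sister screen read the other way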
Target sequence (P09923 whole entry, looked up): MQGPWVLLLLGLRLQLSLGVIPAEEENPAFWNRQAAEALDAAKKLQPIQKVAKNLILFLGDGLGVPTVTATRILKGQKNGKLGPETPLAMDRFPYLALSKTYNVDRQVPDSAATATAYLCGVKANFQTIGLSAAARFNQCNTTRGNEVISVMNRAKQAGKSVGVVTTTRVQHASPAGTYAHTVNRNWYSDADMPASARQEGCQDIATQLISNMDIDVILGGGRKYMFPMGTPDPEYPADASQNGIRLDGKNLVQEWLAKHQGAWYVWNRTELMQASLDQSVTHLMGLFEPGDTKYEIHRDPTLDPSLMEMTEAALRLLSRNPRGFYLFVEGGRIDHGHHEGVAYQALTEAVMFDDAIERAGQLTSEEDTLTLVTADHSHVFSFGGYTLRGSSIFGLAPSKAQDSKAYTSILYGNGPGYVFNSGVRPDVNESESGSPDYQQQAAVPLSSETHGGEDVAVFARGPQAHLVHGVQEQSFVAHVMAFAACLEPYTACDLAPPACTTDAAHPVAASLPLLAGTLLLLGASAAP
Apaf1 inhib – inhibitors of human Apaf-1 apoptosome, primary screen, biochemical, DEVD-Rh110 fluorescence, uHTS; reconstituted apoptosome caspase-3 activity; inhibition, % at 20 µM; 0.71% of 330,000 active; AID 489030, 2010; active = inhibition of at least 40% at 20 µM;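 also: plate controls were DMSO wells for no effect and DEVD-CHO caspase inhibitor wells for full effect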
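Material: reconstituted apoptosome with Apaf-1, cytochrome c, caspase-9, procaspase-3, dATP. Technique: Rh110 fluorescence intensity. Buffer or medium: pH 7.5 Hepes buffer with CHAPS, BSA, DTT. Times: 30 min plus 50 min, RT.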
ATG4B inh – ATG4B protease inhibitors, primary screen, biochemical, fluorescence, uHTS; Cysteine protease ATG4B (Homo sapiens), Q9Y4P1; ATG4B cleavage of LC3-PLA2, NBD-HPC fluorescence, 1 h; inhibition, % at 8.33 µM; 0.51% of 340,000 active; AID 504462, 2011; in the data active = inhibition above about 40%
Target sequence (Q9Y4P1 whole entry, looked up): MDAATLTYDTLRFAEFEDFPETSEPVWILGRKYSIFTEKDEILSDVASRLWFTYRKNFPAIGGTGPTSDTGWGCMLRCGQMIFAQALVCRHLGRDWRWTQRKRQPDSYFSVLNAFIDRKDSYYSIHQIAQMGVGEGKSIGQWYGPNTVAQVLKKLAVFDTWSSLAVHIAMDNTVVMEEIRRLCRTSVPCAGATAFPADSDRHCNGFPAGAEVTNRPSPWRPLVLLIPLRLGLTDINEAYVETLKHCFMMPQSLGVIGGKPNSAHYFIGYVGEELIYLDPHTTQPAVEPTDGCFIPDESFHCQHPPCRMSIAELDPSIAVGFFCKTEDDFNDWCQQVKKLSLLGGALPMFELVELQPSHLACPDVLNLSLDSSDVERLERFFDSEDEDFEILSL
tim10-1 inh – growth inhibitors of tim10-1 mutant yeast, primary screen, luminescence, uHTS; inhibition, % at 20 µM; S. cerevisiae tim10-1 ts strain growth, BacTiter-Glo, 24 h; 2.2% of 330,000 active;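 active = inhibition of at least 40%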;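 also: mutant grown at 25 °C; 0% = DMSO wells with yeast and 100% = wells holding no yeast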
TIM10 inh – growth inhibitors of isogenic TIM10 control yeast, primary screen, counter-screen for tim10-1 yeast inhibitor project, luminescence, uHTS; S. cerevisiae TIM10 strain growth, BacTiter-Glo luminescence, 24 h; inhibition, % at 10 µM; 1.4% of 330,000 active; AID 463195, 2010;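 active = inhibition of 40% or more at the single tested concentration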;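 also: wild-type TIM10 isogenic control strain grown at permissive 25 °C; 0% = DMSO yeast wells and 100% = minimal medium wells without yeast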
mIAP activ – activators of mouse IAP, primary screen, biochemical, luminescence, uHTS. intestinal alkaline phosphatase [Mus musculus]. muIAP, CDP-Star luminescence, 30 min; active compounds read high; 1 = vehicle-only enzyme signal, 0 = enzyme-free wells. activation factor at 10 µM. 0.24% of 330,000 active. AID 2805, 2010;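 active = activation factor of at least 2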; also: the source names both 10 and 20 µM as test concentration; values of inactives mirror those of a sister screen read the other way
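System: mouse IAP enzyme. Reagent: CDP-Star chemiluminescent phosphatase substrate. Benchmarks: DMSO wells, no-enzyme wells. Times: 30 min enzyme-substrate-compound incubation at room temperature. Detection: luminescence from enzymatic CDP-Star hydrolysis. Doses: test compounds delivered from DMSO solution.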
hIAP act – human IAP activators, primary screen, biochemical, luminescence, uHTS | 0.16% of 330,000 active | activation factor at 10 µM | purified human IAP, CDP-Star luminescence, 30 min; active compounds read high; 1 = vehicle-only enzyme, 0 = enzyme-free background | Intestinal-type alkaline phosphatase (Homo sapiens), P09923;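 active = activation factor of the enzyme at least 2-fold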; also: the source names both 10 and 20 µM as test concentration; values of inactives mirror those of a sister screen read the other way
NLRP3 yeast inh – NALP3 inflammasome inhibitors in reconstituted yeast, primary screen, luminescence, uHTS; Yeast reconstituted NLRP3/ASC/caspase-1, beta-gal luminescence, 24 h; inhibition, % at 10 µM; 0.39% of 330,000 active; AID 2825, 2010;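 active = inhibition of 50% or more; inactive = inhibition below 50%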;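 also: plate controls were induced DMSO wells for no effect and uninduced yeast grown without galactose for full effect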
mIAP block – inhibitors of mouse IAP, primary screen, biochemical, luminescence, uHTS | inhibition, % at 10 µM | 0.2% of 330,000 active | purified mouse IAP, CDP-Star luminescence, 30 min | AID 2806, 2010;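 active = inhibition of at least 40% at 10 µM in the primary screen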;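 also: plate controls were DMSO with enzyme for no effect and no enzyme wells for full effect; values of inactives mirror those of a sister screen read the other way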
Numbers without * were called inactive.

canonical_smiles	NLRP3 yeast inh	tim10-1 inh	ATG4B inh	hIAP inh	TIM10 inh	mIAP activ	Apaf1 inhib	mIAP block	hIAP act
Cc1ccc(NC(CC(=O)c2ccccc2)C(=O)O)cc1Cl (centres undefined)	9	-3	3	3	32	0.96	-3	4	0.97
Cc1ccc(C(=O)Nc2ccc3c4c(cccc24)CC3)cc1[N+](=O)[O-]	23	9	0	-15	-6	0.91	8	9	1.2
Cc1cc(C)n(CC(=O)N/N=C/c2c[nH]c3ccccc23)n1	5	4	0	20	5	0.94	-10	6	0.8
Cc1ccc(-n2cnnn2)cc1Cl	-17	21	-7	2	13	1.1	3	-5	0.98
CSc1nc2sc3c(c2c(=O)n1C1CCCCC1)CCN(C)C3	14	3	10	8	-5	1	3	0	0.93
CCc1cc2c(SC(C)C(=O)NC3CCCC3)ncnc2s1 (centres undefined)	15	3	3	16	-3	0.98	13	2	0.84
CCN(CC)CCCNc1nc(-n2nc(C)cc2C)nc2sc3c(c12)CC(C)(C)OC3	14	-11	-3	-23	-4	1.1	8	-8	1.2
CCOC(=O)c1c(NC(=O)CNCCOC)sc2c1CCCC2	11	28	1	-6	31	0.85	25	15	1.1
COc1ccc(NC(=O)Nc2ccc(C(=O)N3CCOCC3)cc2)cc1	1	-11	-1	0	2	0.89	1	11	1
CCOc1ccc(NS(=O)(=O)c2ccc(NC(=S)NC(C)=O)cc2)cc1	10	5	-10	15	8	0.99	4	1	0.85
Cc1cccc(N2C(=O)C3CCC(c4ccccc4)CC3C2=O)c1 (centres undefined)	23	13	-11	-4	5	0.98	12	2	1
COC(=O)c1cc(=O)n(Cc2ccc(OC)cc2)c(=NCc2ccc(OC)cc2)s1	3	15	-10	14	7	0.93	5	7	0.86
CCN(CC)CCNC(=O)c1ccc(NC(=O)c2ccc(Cl)c(S(=O)(=O)N3CCCCCC3)c2)cc1	8	-5	-5	9	-6	1.1	13	-10	0.91
COc1ccc(NC(=O)c2cccc3c(Br)cccc23)cc1	21	-9	0	-6	-4	0.99	-10	0	1.1
CN1CCN(C2CCCCCC2)CC1	1	-6	6	-12	-1	1	7	-3	1.1
CC1=NN(Cc2c(C)nn(Cc3ccccc3)c2C)C(C)(C)C1	1	18	2	1	10	0.96	-7	4	0.99
COc1cc(OC)c(OC)cc1CN1CCN(S(=O)(=O)c2ccc(F)cc2)CC1	11	13	-5	11	10	0.97	3	3	0.89
Cc1ccccc1C(=O)NCC(C)NC(=O)c1ccccc1C (centres undefined)	9	-11	-1	-10	-6	1	12	-5	1.1
Cc1nnc(SCC(=O)c2c(N)n(C3CC3)c(=O)[nH]c2=O)n1-c1ccccc1	9	11	1	11	10	0.94	-7	6	0.89
CCC(=O)Nc1cccc(-c2ccc(N3CCCCC3)nn2)c1	2	1	-1	-16	18	1.1	9	-5	1.2

Reformatted with each value named: part of the list above.
CCOc1ccc(NS(=O)(=O)c2ccc(NC(=S)NC(C)=O)cc2)cc1
  NLRP3 yeast inh: 10	tim10-1 inh: 5	ATG4B inh: -10	hIAP inh: 15	TIM10 inh: 8	mIAP activ: 0.99	Apaf1 inhib: 4	mIAP block: 1	hIAP act: 0.85
Cc1nnc(SCC(=O)c2c(N)n(C3CC3)c(=O)[nH]c2=O)n1-c1ccccc1
  NLRP3 yeast inh: 9	tim10-1 inh: 11	ATG4B inh: 1	hIAP inh: 11	TIM10 inh: 10	mIAP activ: 0.94	Apaf1 inhib: -7	mIAP block: 6	hIAP act: 0.89
COC(=O)c1cc(=O)n(Cc2ccc(OC)cc2)c(=NCc2ccc(OC)cc2)s1
  NLRP3 yeast inh: 3	tim10-1 inh: 15	ATG4B inh: -10	hIAP inh: 14	TIM10 inh: 7	mIAP activ: 0.93	Apaf1 inhib: 5	mIAP block: 7	hIAP act: 0.86

(next part)
canonical_smiles	NLRP3 yeast inh	tim10-1 inh	ATG4B inh	hIAP inh	TIM10 inh	mIAP activ	Apaf1 inhib	mIAP block	hIAP act
CC(C)C(OC(=O)c1nsc(Cl)c1Cl)C(=O)NC1CCCCC1 (centres undefined)	16	10	-3	20	22	0.91	7	9	0.8
COc1cc(/C=C/C(=O)OCC(=O)c2c(N)n(C)c(=O)n(C)c2=O)ccc1OC(F)F	-17	9	-18	2	11	0.85	0	15	0.98
CCOc1ccc(N(CC(=O)NCCc2ccc(C)cc2)S(=O)(=O)c2c(C)noc2C)cc1	9	7	13	-26	24	1.1	17	-11	1.3
CC1c2cc3c(cc2CCN1C(=O)c1ccc(Cl)cc1)OCCCO3 (centres undefined)	2	29	6	8	-12	1	16	-2	0.92
CC1CCc2ccccc2N1C(=O)c1cccs1 (centres undefined)	-2	24	-7	11	17	1	10	-2	0.89
Cc1sc2ncnc(OCC(=O)N3CCN(S(=O)(=O)c4ccccc4)CC3)c2c1C	-2	9	-6	0	10	1	4	-2	1
CSc1ccc(S(=O)(=O)NCC(=O)OCC(=O)N(C)CC(=O)Nc2ccccc2Cl)cc1[N+](=O)[O-]	9	0	12	-8	-3	1	7	-4	1.1
CC(C(=O)N1CCc2ccccc21)n1cnc2c1c(=O)n(C)c(=O)n2C (centres undefined)	7	12	2	-8	4	1	3	-4	1.1
COC(=O)[C@@]12CCCN1[C@H](c1ccc(-c3ccc(Cl)c(Cl)c3)c(OC)c1)[C@H]1C(=O)N(C)C(=O)[C@H]12	14	33	-6	-10	0	0.9	28	10	1.1
CC1C(=O)N(Cc2ccccc2F)c2ccccc2N1C(=O)c1c(F)cccc1F (centres undefined)	9	19	-2	5	-10	1	22	0	0.95
CC(NC(=O)CCSCCC(=O)NC(C)c1ccccc1)c1ccccc1 (centres undefined)	10	2	-11	-1	5	1.1	4	-14	1
CCC(C)NC(=O)CN(C)S(=O)(=O)c1ccc2c(c1)c(=O)n(C)c(=O)n2C (centres undefined)	23	-6	3	3	1	1	-1	0	0.97
COc1ccccc1OCCCOc1cccc(/C=C2\SC(=O)NC2=O)c1	27	13	18	-37	5	0.95	4	5	1.4
Cc1oc(-c2ccccc2Cl)nc1CN(C)C(C)c1ccon1 (centres undefined)	-9	26	-6	-6	8	0.9	-1	10	1.1
O=C(CSc1nc(-c2ccco2)cc(C(F)(F)F)n1)NC1CCCC1	17	-16	2	13	-5	1.2	15	-15	0.87
O=C(COC(=O)c1ccc(O)cc1O)Nc1ccc2ccccc2c1	8	8	-19	6	17	1	-7	-1	0.94
CCC(=O)Nc1cccc(C(=O)c2ccccc2)c1	12	-1	-8	-3	5	0.88	0	12	1
O=C(COc1ccccc1)Nc1ccc2c(c1)nc1n2CCSC1	-12	8	-2	3	26	0.82	30	18	0.97
COc1ccc(-n2cc(-c3ccccc3)c3c(=O)[nH]cnc32)cc1	-104	34	-2	4	51*	0.89	8	11	0.96
O=C(NCCC1=CCCCC1)NC1CCCCC1	-4	12	10	-21	1	1	1	-4	1.2
COc1ccc(/C=C(/NC(=O)c2ccc([N+](=O)[O-])cc2)C(=O)NC(C)(C)C)cc1	14	-2	-9	15	-3	1.1	4	-10	0.85
CC(=O)c1cccc(Nc2nc(-c3sc(C)nc3C)cs2)c1	20	32	-23	19	27	1.1	16	-7	0.81
O=C(NNC(=S)NCCc1ccccc1)c1ccc(Br)s1	-4	12	10	-53	-1	0.96	2	4	1.5
Cc1ccc(S(=O)(=O)NCc2ccncc2)cc1	-7	-4	-8	2	-26	0.95	-2	4	0.98
NNC(=O)CC1NCCN(Cc2ccccc2)C1=O (centres undefined)	10	3	-6	-4	-12	1	-1	0	1
Cc1nc2ccccn2c1-c1ccnn1S(=O)(=O)c1ccc(F)cc1	18	-2	-14	12	11	1	-4	-3	0.88
Cc1ccc(NC(=O)CSC2=NCCN2)cc1	0	-9	36	-12	-13	1.1	-6	-13	1.1
CCOC(=O)c1ccc(-c2ccc3[nH]c4ccccc4c(=O)c3c2)cc1F	4	7	-1	1	5	0.98	21	2	0.99
O=C(CSc1nc(-c2cccs2)nc2ccccc12)NC1CCS(=O)(=O)C1 (centres undefined)	9	-17	0	9	-2	0.96	-8	4	0.91
Cc1nnc(-c2ccccc2)o1	13	-3	-5	-2	-11	1	-26	-5	1
Cc1cccc(N2CCN(Cc3oc(CO)cc(=O)c3O)CC2)c1C	12	22	-15	4	-1	1	2	-4	0.96
CC(C)(C)C(CCl)C(=O)NN=C(c1ccccc1)c1ccccc1 (centres undefined)	7	-6	7	0	-4	0.99	-7	1	0.99
Cc1cc(C)cc(NC(=O)CN2CCN(C(=O)C3CCCO3)CC2)c1 (centres undefined)	-5	3	0	-7	-1	0.96	1	4	1.1
O=C(CNC(=O)c1n[nH]c2ccccc12)Nc1cc(Cl)ccc1Cl	13	-30	6	-16	0	1	-6	0	1.2
NC(=O)CC(NC(=O)c1ccccc1)c1ccc(NCCc2ccc(F)cc2)c([N+](=O)[O-])c1 (centres undefined)	6	-6	-21	5	-3	1	11	0	0.95
COc1ccc(Cl)cc1S(=O)(=O)NCc1nc2nc(C)cc(C)n2n1	7	14	-4	-12	0	1.1	2	-6	1.1
